L3MBTL1 inh = L3MBTL1 (human) inhibition | AlphaScreen L3MBTL1–H3K9me1 peptide binding | Potency, µM (titrated, usually from 57.1 µM), for the others: top-dose activity, negative = inhibition, actives largely listed as inhibitors | actives 0.66% (n = 230,000) | AID 485360; further: nearly all actives have a fitted effect of over 60% in size
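AlphaScreen proximity signal between nickel-chelate acceptor and streptavidin donor beads (final 10 ug/mL) reports binding of 50 nM L3MBTL1 to 75 nM biotin-H3 K9me1 peptide; complex incubated with compounds 30 min at room temperature; cefsulodin titration as control.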
Tau fibril ThT = blocks human tau fibril formation measured by thioflavin T; P10636; actives 2.1% (n = 270,000); Potency, µM (series often up to 57.4 µM), for inactives: at the top dose activity, negative = inhibition, most hits filed as inhibitors; AID 1460; recombinant tau K18 P301L, heparin-induced fibrillization, ThT fluorescence; further: nearly all actives have a fitted effect of over 55% in size
Target sequence (P10636 561-689 P618L limits assumed): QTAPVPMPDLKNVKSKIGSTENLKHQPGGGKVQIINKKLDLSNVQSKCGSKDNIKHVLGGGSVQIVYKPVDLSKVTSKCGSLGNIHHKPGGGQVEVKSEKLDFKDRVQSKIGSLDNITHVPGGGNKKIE
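Heparin-induced (20 uM) aggregation of recombinant human K18 P301L tau, 15 uM unlabeled with 0.24 uM labeled, pH 7 acetate buffer, 6 hr at 37 C with compound. Fibrils quantified by 30 uM ThT fluorescence after 1 hr ambient incubation.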
TRb SRC2 PPI = TRbeta-SRC2 interaction inhibition. P10828. TRbeta-SRC2 peptide binding, fluorescence polarization; receptor liganded with 1 µM T3. Potency, µM (top dose mostly 106 µM), for the others: top-dose activity change, negative = inhibition, most hits filed as inhibitors. actives 0.065% (n = 280,000);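 further: plate controls were bound peptide for no effect and peptide without receptor for full effect; nearly all actives have a fitted effect of over 50% in size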
Target sequence (P10828 whole entry, looked up): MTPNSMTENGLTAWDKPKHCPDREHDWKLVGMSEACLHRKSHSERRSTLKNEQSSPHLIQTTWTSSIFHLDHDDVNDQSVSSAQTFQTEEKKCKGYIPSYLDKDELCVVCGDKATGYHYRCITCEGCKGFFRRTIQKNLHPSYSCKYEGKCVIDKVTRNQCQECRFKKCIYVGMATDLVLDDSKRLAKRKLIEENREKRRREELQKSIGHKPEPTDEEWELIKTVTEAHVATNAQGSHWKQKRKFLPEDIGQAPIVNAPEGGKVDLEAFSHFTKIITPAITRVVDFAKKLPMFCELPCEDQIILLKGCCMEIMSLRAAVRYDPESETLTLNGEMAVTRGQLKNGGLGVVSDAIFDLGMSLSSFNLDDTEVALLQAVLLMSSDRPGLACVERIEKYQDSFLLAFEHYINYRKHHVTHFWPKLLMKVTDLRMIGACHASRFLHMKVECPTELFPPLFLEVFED
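Assay buffer: 20 mM Tris-HCl, 100 mM NaCl, 10% glycerol, 1 mM EDTA, 0.01% NP-40, 1 mM DTT, 1 uM T3, 5% DMSO; TRb LBD 0.6 uM, Texas Red SRC2 20 nM; FP after 5 hr.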
RGS12 GoLoco inh = blocks human Gai1 binding to RGS12 GoLoco peptide, red readout. Potency, µM (doses to about 61.6 µM), for the others: at the highest dose activity, negative = inhibition, usual class: inhibitors. AID 880. actives 0.44% (n = 230,000). P63096. Gai1:RGS12 GoLoco peptide FP, rhodamine, 10 min; active means well fitted inhibition curve with a large enough effect, not every such curve was filed as active; inactive means no such curve, though single readings can be large or run the other way; further: nearly all actives have a fitted effect of over 30% in size; many of its hits are not listed in these tables
Target sequence (P63096 whole entry, looked up): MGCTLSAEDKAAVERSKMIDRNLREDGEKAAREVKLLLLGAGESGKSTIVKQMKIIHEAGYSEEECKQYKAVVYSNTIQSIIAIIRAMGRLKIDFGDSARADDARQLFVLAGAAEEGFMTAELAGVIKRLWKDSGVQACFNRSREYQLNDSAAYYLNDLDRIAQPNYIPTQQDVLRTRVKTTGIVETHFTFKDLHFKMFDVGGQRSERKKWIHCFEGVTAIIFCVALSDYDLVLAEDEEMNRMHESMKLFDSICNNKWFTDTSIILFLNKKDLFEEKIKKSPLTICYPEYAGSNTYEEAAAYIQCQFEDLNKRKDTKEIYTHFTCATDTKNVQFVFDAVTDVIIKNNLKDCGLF
Tau fibril FP = tau fibrillization inhibition (FP); actives 0.39% (n = 280,000); K18 P301L tau heparin fibrillization, Alexa594 FP, 6 h; Potency, µM (titrated, usually from 57.7 µM), without a hit: top-dose activity, negative = inhibition, actives largely listed as inhibitors; further: nearly all actives have a fitted effect of over 55% in size
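Heparin (20 uM) drove fibril formation of recombinant tau K18 P301L, 15 uM unlabeled with 0.24 uM Alexa 594 label, for 6 hr at 37 C in 100 mM sodium acetate pH 7. Fluorescence polarization (555/632 nm) read 1 hr after 30 uM ThT.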
RECQ1 helicase = RECQ1 (human) helicase inhibition. P46063. RECQ1 DNA unwinding, red fluorescence kinetic read. Potency, µM (series often up to 57.3 µM), for the others: top-dose activity, negative = inhibition, hits mostly inhibitors. actives 0.54% (n = 240,000). AID 2549;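 further: plate controls were vehicle for no effect and no enzyme for full effect; nearly all actives have a fitted effect of over 30% in size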
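RECQ1T1 50 nM; forked duplex (20 bp + 30-nt ss tails) 200 nM, ATP 2 mM final; pH 8.0, 2 mM MgCl2, 2.5 ug/ml poly(dI-dC); 15 min compound preincubation; discontinuous kinetic read over 2 h at RT.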
TexasRed fluor = counter-screen for TRb-SRC2 inhibitors: fluorescence interference; TRb/SRC2 Texas Red total fluorescence interference; Potency, µM (doses to about 106 µM), inactives show at the highest dose fluorescence change, negative = quenching; actives 0.29% (n = 280,000); AID 1479; active means well fitted curve in either direction with a large enough effect; inconclusive means small, poorly fitted or top-dose-only effect
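Human TRb ligand-binding domain at 0.6 uM with 20 nM Texas Red SRC2 peptide in Tris buffer containing 1 uM T3 and 5% DMSO, incubated with compound 5 h at ambient temperature. Total fluorescence (555/632 nm) calculated as parallel + 2 × perpendicular.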
KDM4E inh = inhibitors of human JMJD2E histone demethylase. B2RXH2. JMJD2E catalytic domain, FDH-coupled NADH fluorescence (FDH is formaldehyde dehydrogenase). Potency, µM (top dose mostly 57.1 µM), for inactives: at the highest dose activity change, negative = inhibition, actives largely listed as inhibitors. actives 1.6% (n = 230,000); active means well fitted inhibition curve with a large enough effect, not every such curve was filed as active; inconclusive means small, poorly fitted or top-dose-only effect, or another doubt; inactive means no such curve, though single readings can be large or run the other way;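 further: 0% = wells with enzyme and -100% = buffer wells without enzyme; nearly all actives have a fitted effect of over 50% in size; many of its hits are not listed in these tables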
* marks the source's active call; other numbers are inactive results; i = inactive; ? = inconclusive; . = not tested or not shown; & = joins results of further samples; [ ] = dose if it differs, or a comment. Unless noted, the call rests on the fitted dose curve; in most records, active means well fitted curve in the direction sought with a large enough effect; inconclusive means small, poorly fitted or top-dose-only effect, or another doubt; inactive means no such curve, though single readings can be large; an effect the other way counts as inactive or inconclusive. Unless noted, on the % scale 0 is the no-effect control and ±100 the full control effect; potency means the concentration at half of the fitted maximal effect. These rows are one share of the data, so the mix of outcomes need not match the whole.

Results follow in this order: L3MBTL1 inh | Tau fibril ThT | TRb SRC2 PPI | RGS12 GoLoco inh | Tau fibril FP | RECQ1 helicase | TexasRed fluor | KDM4E inh
Cc1cccc(Nc2ncnc(N)c2[N+](=O)[O-])n1
  1% | -2% | 3% | 9% | 6% | -2% | -2% | -7%
C/C(=N\NC(=O)c1ccc(C)cc1C)c1ccc2c(c1)OCO2
  -2% | -9% | 2% | 4% | -2% | -3% | 0% | 0%
CCCNS(=O)(=O)c1ccc(CCC(=O)N2CCC(C)CC2)cc1
  . | -16% | 15% | 3% | ? | -5% | 1% | 6%
N#Cc1ccc(-c2csc(NC3=NCCCCC3)n2)cc1
  -3% | 6% | 5% | 7% | -1% | i | -3% | ?
COc1cccc(NC(=O)[C@H](C)NC(=O)C2CCN(S(=O)(=O)c3ccc(C)cc3)CC2)c1
  4% | -3% | 3% | 5% | -3% | -1% | 4% | -7%
Cc1cc(NC(=O)C2CCCN2C(=O)Nc2cccc(Cl)c2)ccc1-n1cnnn1 (stereo not given)
  -1% | 5% | 1% | 15% | 9% | i | 2% | 13%
O=C(NCc1ccc(F)cc1F)c1cc(COc2c(F)cccc2F)on1
  2% | 1% | -7% | 11% | -6% | i | 2% | 10%
O=C1C2CC=C(Cl)CC2C(=O)N1CCc1ccccc1 (stereo not given)
  -13% | -15% | -10% | 4% | 9% | -5% | -2% | -11%
O=C(NC(NC(=S)Nc1cccc(Cl)c1)C(Cl)(Cl)Cl)OCc1ccccc1 (stereo not given)
  2% | 1% | 0% | 5% | ? | -10% | 3% | 9%
Cc1ccc2c(c1)N(CC(=O)N1CCc3ccccc3C1)C(=O)CO2
  -1% | -9% | -3% | 4% | -12% | -2% | -2% | -1%
O=C(NCc1ccccc1F)C1CCCN1C(=O)NC1CCCCC1 (stereo not given)
  -2% | 0% | -15% | 7% | 1% | -5% | 0% | 10%
COc1cc2[nH]c(=S)n(N(C(C)=O)C(C)=O)c(=O)c2cc1OC
  . | -12% | -8% | 10% | 2% | -1% | -3% | -16%
COCCn1c(C)cc(C(=O)CSc2nnc3ccccn23)c1C
  . | -3% | -9% | -9% | -1% | -5% | -1% | -1%
CCn1nccc1C(=O)Nc1ccc(Cl)c(Cl)c1
  9% | -7% | 9% | 12% | -13% | -10% | -1% | 1%
CCOC(=O)c1sc(=S)n(C)c1NC(=O)c1ccccc1C
  4% | ? | 2% | -11% | -3% | -4% | -4% | -1%
COC(=O)c1cccc(Nc2c(-c3ccc(O)c(OC)c3)nc3nc[nH]n23)c1
  . | ? | 3% | . | -9% | . | -6% | .
O=C(O)C1CCN(C(=O)c2cc(F)cc3c2OCOC3)CC1
  4% | -13% | 6% | 2% | 6% | -6% | -2% | -4%
COc1ccc(OC)c(Cc2nnc(CCC(=O)N3CCC(N4CCCCC4)CC3)o2)c1
  -17% | -2% | 5%[53 µM] | -3% | 4% | 0% | -4%[53 µM] | 3%
CN(C)/C=N/c1nccc(-c2cccs2)n1
  ? | 1% | -7% | 0% | -3% | i | 1% | ?
Cc1ccc(N2C(=O)c3ccccc3C2O)nc1 (stereo not given)
  10% | -9% | 6% | -1% | -1% | 1% | -1% | 4%
Cc1cc(C(=O)NNc2ccc(C)c(C)c2)no1
  -3% | ? | 7% | -2% | -3% | i | 0% | -17%
CC1/C(=C\c2ccc(Cl)cc2)C(=O)C2CC1C2(C)C (stereo not given)
  . | -16% | 5% | 10% | 8% | -13% | -3% | -163%
CCOC(=O)c1c(CN2CCN(C)CC2)n(C)c2cc(Br)c(OC)cc12
  3%[11.4 µM] | -2% | -5% | 11% | 5% | -1% | -5% | 0%
CN(Cc1nccn1C)C(=O)CC1C(=O)NCCN1Cc1cccc(Oc2ccccc2)c1 (stereo not given)
  -10% | ? | -10% | -2% | -11% | i | 1% | ?
Cn1cc(CN2CCN(c3ccccc3)CC2)c2ccccc21
  -7% | -7% | -18% | 3% | 7% | -5% | -2% | 0%
O=C(CNC(=O)c1ccc2c(c1)OCO2)N/N=C(Br)/C=C/c1ccccc1
  9% | 9% | 10% | 0% | 4% | 9% | 0% | 2%
CCOC(=O)c1c(C)[nH]c(=S)c(C#N)c1-c1ccccc1
  -4% | -8% | -8% | 11% | -8% | -4% | -3% | -7%
CC(/C=C/c1ccc(N(C)C)cc1)=N\N=C(/N)SC1CC(=O)N(c2ccc(C(=O)O)cc2)C1=O (stereo not given)
  -7% | -1% | 12% | 308%[activator] | 7% | -2% | -1% | 4%
CCc1ccccc1NC(=O)c1cnc2n(c1=O)CCS2
  -1% | -4% | 0% | -9% | 1% | -5% | 1% | 4%
CCc1ccc(NC(=O)c2n[nH]c(=O)c3ccccc23)cc1
  4% | -13% | 2% | 7% | -9% | 9% | 0% | -6%

Further structures
canonical_smiles | L3MBTL1 inh | Tau fibril ThT | TRb SRC2 PPI | RGS12 GoLoco inh | Tau fibril FP | RECQ1 helicase | TexasRed fluor | KDM4E inh
O=C(CCc1ccccc1)Nc1cc(Cl)ccc1O | . | -13% | -8% | 10% | 17% | -7% | 0% | -9%
O=C(Nc1ccc(N2CCOCC2)cc1)C1CCN(S(=O)(=O)c2ccc3c(c2)OCCO3)CC1 | 1% | -7% | 3% | -8% | 5% | -13% | -3% | 9%
O=C(CSc1ccc(F)cc1)Nc1ccc(Br)cc1 | 12% | -4% | 14% | 12% | ? | -12% | -3% | -3%
CCC(C)(C)n1nnnc1C(c1ccccc1)N1CCN(C2CCCC2)CC1 (stereo not given) | 25% | 0% | -23% | -7% | -7% | -3% | -1% | 2%
COc1cc(C=O)ccc1Oc1nnnn1-c1ccc(C(N)=O)cc1 | . | -7% | -4% | -2% | 2% | -15% | 2% | -4%
CCC(=O)c1ccc(OCC(O)CN2CCN(C(c3ccccc3)c3ccccc3)CC2)cc1 (stereo not given) | -13% | -5% | 0% | -2% | 6% | -3% | -2% | -2%
CC(C)N(C)CCOC(=O)c1ccccc1Cl | 7% | 10% | 6%[53 µM] | 1% | 1% | -6% | 0%[53 µM] | 4%
CC(=O)OC[C@@H]1O[C@H](CCO/N=C(\C)CCN2CCCCc3nc(C)c(C)cc32)C=C[C@@H]1OC(C)=O | . | -16%[11.5 µM] | -4%[11.2 µM] | . | 3%[11.6 µM] | i[11.5 µM] | -1%[11.2 µM] | .

5 entries already listed, ordered by heavy-atom count, smallest number first.
canonical_smiles | L3MBTL1 inh | Tau fibril ThT | TRb SRC2 PPI | RGS12 GoLoco inh | Tau fibril FP | RECQ1 helicase | TexasRed fluor | KDM4E inh
CC1/C(=C\c2ccc(Cl)cc2)C(=O)C2CC1C2(C)C (stereo not given) | . | -16% | 5% | 10% | 8% | -13% | -3% | -163%
CCc1ccccc1NC(=O)c1cnc2n(c1=O)CCS2 | -1% | -4% | 0% | -9% | 1% | -5% | 1% | 4%
C/C(=N\NC(=O)c1ccc(C)cc1C)c1ccc2c(c1)OCO2 | -2% | -9% | 2% | 4% | -2% | -3% | 0% | 0%
O=C(CNC(=O)c1ccc2c(c1)OCO2)N/N=C(Br)/C=C/c1ccccc1 | 9% | 9% | 10% | 0% | 4% | 9% | 0% | 2%
COc1cccc(NC(=O)[C@H](C)NC(=O)C2CCN(S(=O)(=O)c3ccc(C)cc3)CC2)c1 | 4% | -3% | 3% | 5% | -3% | -1% | 4% | -7%

(next part)
canonical_smiles | L3MBTL1 inh | Tau fibril ThT | TRb SRC2 PPI | RGS12 GoLoco inh | Tau fibril FP | RECQ1 helicase | TexasRed fluor | KDM4E inh
Cc1nc(C)c(C(=O)O)c(-c2cccs2)c1C(=O)O | . | . | -3% | 4% | 8% | -13% | -2% | -3%
O=C(Nc1cccc2cccnc12)c1cccc2ccccc12 | . | -15%&-18% | 1%&0% | 2% | ? | -4% | -1%&-6% | 346%[activator]
COc1ccc(OCCCC(=O)Oc2ccc(OC)cc2)cc1 | . | -20% | -2% | 5% | 2% | i | -3% | 0%
Cc1cccc(-c2noc(-c3ccc(N4CCN(C)CC4)c([N+](=O)[O-])c3)n2)c1 | . | -1% | 3% | . | -9% | . | -1% | .
c1ccc(Sc2nc(N3CCCCC3)nc(N3CCCCC3)n2)nc1 | . | -7% | 7% | 0% | 2% | -2% | 1% | -6%
Cc1cccc(/C=N/NC(=O)c2cccc([N+](=O)[O-])c2)n1 | 40%[activator] | ? | -3% | 4% | 0% | i | -3% | 0%
COC(=O)[C@@]1(Cc2ccc(F)cc2)[C@H]2c3cc(C(=O)N(C)C)n(CCSCCO)c3C[C@H]2CN1C(=O)c1ccccc1 | -6% | -12%&-5% | -5%&2% | 5%&-4% | 6%&11% | i | -3%&-3% | 2%&-12%
O=C(O)CCC(=O)N(Cc1cccnc1)Cc1cccc(F)c1 | -5% | 4% | -17% | 2% | -6% | -6% | 2% | 7%

Next entries:
canonical_smiles | L3MBTL1 inh | Tau fibril ThT | TRb SRC2 PPI | RGS12 GoLoco inh | Tau fibril FP | RECQ1 helicase | TexasRed fluor | KDM4E inh
CCn1c(-c2ccc(C)cc2)n[nH]c1=S | . | -6% | -6% | 9% | 1% | -5% | -1% | -15%
O=C(O)c1cccc(N2C(=S)N=C(Nc3ccccc3)C23CCCCC3)c1 | 10% | 4% | 3% | 9% | 5% | i | 1% | 3%
CCc1cc(Br)ccc1N1C(=O)C2CC=CCC2C1=O (stereo not given) | 38%[activator] | 0% | -18% | -5% | -2% | -2% | -1% | -1%
Cc1cccc(CCNC(=O)Cn2ncc3c(=O)oc4ccccc4c32)c1 | . | 1% | -3% | . | ? | . | -1% | .
Cc1oc2nc(SCCCC(=O)NCCCO)nc(N)c2c1C | 6%[11.4 µM] | -19% | 2% | 14% | -1% | -1% | -8% | 4%

From PubChem
